NadD block: NadD (S. aureus) enzyme inhibition | purified NadD enzyme, colorimetric absorbance read-out | inhibition, % at 20 µM | 360,000 compounds, 0.78% hits | AID 602399; in the data active = inhibition above about 26%; also: some compounds past the cut are filed as inactive
MsrA inh: bovine MsrA inhibition. purified bovine MsrA, absorbance read-out. 360,000 compounds, 0.75% hits. AID 651718. inhibition, % at 15.5 µM; in the data active = inhibition above about 4.5%;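 also: 0% = vehicle wells with enzyme and 100% = reference inhibitor wells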
TbMetRS inhib: Trypanosoma brucei MetRS inhibition; purified T. brucei MetRS, ATP depletion, Kinase-Glo luminescence; inhibition, % at 11.9 µM; 360,000 compounds, 0.4% hits; AID 624268;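 active = inhibition above a per-plate cutoff of the control wells' mean inhibition plus 3 SD, cut at about 5.5% in these data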;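 also: 0% = DMSO wells median and 100% = median of wells with control inhibitor compound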
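Material: parasite MetRS enzyme / Replication: singlicate, one well per compound / Signal: luminescence of leftover ATP / Schedule: 2 h aminoacylation at 25 °C after 15 min preincubation / Medium: HEPES-MgCl2-KCl buffer plus DTT, spermine, BSA, pyrophosphatase / Doses: 11.9 µM single point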
DNMT1 inh: blocks human DNA methyltransferase DNMT1. P26358. DNMT1 molecular beacon, Hinp1I cleavage, fluorescence. inhibition (reported as % activation of signal), % at 10 µM. 360,000 compounds, 0.83% hits. AID 588458; in the data active = inhibition above about 50%
Scp-1 inhibitor: inhibitors of human Scp-1 phosphatase | Q9GZU7 | Recombinant Scp1, phosphopeptide, malachite green phosphate absorbance | inhibition, % at 20 µM | 340,000 compounds, 0.88% hits | AID 493091;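 active = inhibition above about 50% at 20 µM, limit read from the data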;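 also: plate controls were DMSO wells with enzyme for no effect and wells lacking enzyme for full effect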
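Times: enzyme reaction 45 min at room temperature, colour 5 min, stabilisation 30 min. Material: SCP-1 catalytic fragment, aa 76-261. Medium: Acidic Tris acetate buffer with magnesium and detergent. Signal: colorimetric free-phosphate detection, absorbance 630 nm. Read-out basis: % inhibition of SCP-1 phosphate liberation. Reagent: Phosphorylated 17-residue peptide substrate.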
SUMO1 PPI mod: modulators of human SUMO1-mediated protein-protein interactions; P63165; SUMO1 binding to a labelled peptide, TR-FRET, 1 h; inhibition, % at 20 µM; 360,000 compounds, 0.33% hits; AID 602429; in the data active = inhibition above about 37%
Target sequence (P63165 whole entry, looked up): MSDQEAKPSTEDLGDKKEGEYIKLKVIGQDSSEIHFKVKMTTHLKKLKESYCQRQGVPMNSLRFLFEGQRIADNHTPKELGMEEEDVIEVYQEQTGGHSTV
LMPTP block: LMPTP (human) inhibition; P24666; recombinant LMPTP-A, OMFP fluorogenic substrate, fluorescence intensity; inhibition, % at 20 µM; 360,000 compounds, 0.22% hits; AID 651560;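 active = compounds that cut the enzyme signal by at least half of the control window in the single-dose screen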;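 also: plate controls were DMSO wells with enzyme plus substrate for no effect and substrate without enzyme for full effect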
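Assay system: LMPTP-A phosphatase enzyme | Input: 0.625 nM enzyme | Also added: Fluorogenic phosphatase substrate OMFP at 400 µM final | Compound dosing: One test concentration per compound, 20 µM, with 3% DMSO overall | Schedule: 50 min enzyme reaction at room temperature, protected from light | Signal: Fluorescence intensity | Benchmarks: no-enzyme and uninhibited controls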
Rpn11 inh: blocks the human proteasome subunit Rpn11; 360,000 compounds, 0.59% hits; human 26S proteasome, Ub4-pepOG fluorescence polarization; 20S core pre-blocked with epoxomicin; AID 588493; calls only at 20 µM;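 active = inhibition at 20 µM, scaled to each plate's controls, above about 33%, limit read from the data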
STEP block: blocks human striatal-enriched tyrosine phosphatase | P54829 | recombinant STEP, OMFP fluorogenic substrate, fluorescence | 360,000 compounds, 0.25% hits | inhibition, % at 20 µM;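 active = inhibition at 20 µM, scaled per plate between control wells, above about 37%, limit read from the data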;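 also: 0% = DMSO with enzyme and substrate and 100% = substrate only without enzyme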
Target sequence (P54829 whole entry, looked up): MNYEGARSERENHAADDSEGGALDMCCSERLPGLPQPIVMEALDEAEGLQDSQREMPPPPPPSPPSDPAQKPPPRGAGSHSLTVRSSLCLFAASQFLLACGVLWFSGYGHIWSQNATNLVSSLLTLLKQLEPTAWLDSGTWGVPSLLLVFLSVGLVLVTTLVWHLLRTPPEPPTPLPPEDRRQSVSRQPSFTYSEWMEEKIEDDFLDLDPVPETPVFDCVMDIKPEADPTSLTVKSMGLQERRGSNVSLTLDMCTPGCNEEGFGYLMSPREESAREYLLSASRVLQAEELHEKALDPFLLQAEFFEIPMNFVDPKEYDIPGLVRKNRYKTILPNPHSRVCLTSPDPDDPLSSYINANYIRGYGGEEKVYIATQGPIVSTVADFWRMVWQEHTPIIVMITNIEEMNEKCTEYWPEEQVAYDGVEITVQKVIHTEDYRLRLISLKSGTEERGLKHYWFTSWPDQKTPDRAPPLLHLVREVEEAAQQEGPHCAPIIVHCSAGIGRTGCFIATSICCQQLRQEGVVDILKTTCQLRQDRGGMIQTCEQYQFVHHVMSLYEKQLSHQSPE
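Assay system: isolated STEP enzyme / Timing: 20 min at room temperature, dark / Doses: 20 µM, 1% DMSO / Technique: fluorescence intensity, excitation 480 nm, emission 540 nm / Reagent: fluorogenic phosphatase substrate OMFP at 25 µM final / Measure: percent inhibition scaled to no-enzyme and uninhibited-enzyme controls, plate-pattern corrected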
CSN inh: blocks human CSN-mediated cullin deneddylation | Q92905 | Purified CSN, SCF-Nedd8-OG deneddylation, fluorescence polarization | inhibition, % at 12.5 µM | 360,000 compounds, 0.38% hits | AID 651999;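 active = pattern-corrected inhibition above about 35%, with an unprinted fluorescence ratio check between 0.5 and 1.5, limit read from the data, passing the limit was not always enough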;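 also: 0% = enzyme with substrate and 100% = substrate without enzyme; some results filed as inactive read as strong as hits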
Target sequence (Q92905 whole entry, looked up, one chain of several): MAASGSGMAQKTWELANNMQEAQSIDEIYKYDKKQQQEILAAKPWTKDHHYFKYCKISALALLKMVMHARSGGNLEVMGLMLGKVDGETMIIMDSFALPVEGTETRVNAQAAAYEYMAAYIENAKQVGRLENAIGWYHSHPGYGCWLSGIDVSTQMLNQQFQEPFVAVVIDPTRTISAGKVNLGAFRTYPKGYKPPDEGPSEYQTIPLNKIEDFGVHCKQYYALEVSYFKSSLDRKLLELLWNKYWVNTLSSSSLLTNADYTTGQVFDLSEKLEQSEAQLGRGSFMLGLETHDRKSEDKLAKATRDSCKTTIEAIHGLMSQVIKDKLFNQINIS
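Assay system: HEK293T-derived human Csn5 enzyme; quantity: 0.24 nM enzyme; medium: Tris/NaCl/DTT buffer, pH 7.5; also added: substrate SCFSkp2-Nedd8OG, 10 nM; doses: 12.5 µM compound; schedule: 90 min reaction at room temperature; signal: FP; read-out: % inhibition of substrate cleavage by Csn5; benchmarks: substrate-only high control, full reaction low control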
The depositor's hits bear a star; i = inactive; x = not tested or not shown. The order is random; 3.9% or so of the library scored in one or more.

compound,NadD block,MsrA inh,TbMetRS inhib,DNMT1 inh,Scp-1 inhibitor,SUMO1 PPI mod,LMPTP block,Rpn11 inh,STEP block,CSN inh
C/C(=N\NC(=O)c1c([N+](=O)[O-])c(C)nn1C)c1ccc(NC(=O)C2CCCC2)cc1,2,0.1,-0.1,-4,-6,-25,-1.0,i,0,1
COC(=O)[C@]12CCCCC=C1N(Cc1cccc3ccccc13)C(=O)[C@H](CC(=O)NCCC(C)C)C2,3,0.5,-1.3,x,x,-5,0.4,x,x,-6
CC[N+](CC)(CC#Cc1ccccc1)CC#Cc1ccccc1,2,-1.1,-0.8,-1,-1,-2,-1.4,i,-1,1
CC(=O)N(C)c1ccc(N=Cc2cc3c(cc2[N+](=O)[O-])OCO3)cc1,3,1.3,1.9,-14,-10,-22,0.2,i,1,1
COc1ccccc1NC(=O)C(C)NC(c1ccccc1)c1ccccc1 (stereo not drawn),1,0.2,-0.2,15,-5,4,2.0,i,6,-2
CN(Cc1ccccc1)C(=O)CSc1nc2c(c(C(F)(F)F)n1)CCc1ccccc1-2,-3,0.4,-0.1,-3,-6,-7,7.8,i,4,3
Cc1ccc(NC(=S)NNC(=S)Nc2ccc(C)cc2)cc1,3,0.9,0.0,-6,-8,-1,3.2,i,4,-3
CCOc1cc(CNC)ccc1OCC(=O)NC(C)(C)C,-8,1.3,-0.5,3,5,0,-1.9,i,0,-5
Cc1csc(SCc2ccccc2C(=O)O)n1,1,-1.1,-0.3,1,-4,-2,0.1,i,0,5
O=S(=O)(NC1CCc2ccccc21)c1ccccc1 (stereo not drawn),-7,-0.1,-0.3,5,x,-1,-1.4,i,0,3
COc1ccc(NC(=O)CN(C)C(=O)c2ccccc2OCC(=O)Nc2cccc(C(F)(F)F)c2)cc1,-6,0.4,-0.1,-2,9,5,3.7,i,-3,0
Clc1ccc(CSc2nnc(-c3cccnc3)n2Cc2ccco2)c(Cl)c1,9,-0.7,0.6,3,-3,9,0.0,i,-1,17
O=S1(=O)N(Cc2ccccc2F)CCCN1Cc1c(F)cccc1Cl,-6,-1.0,-0.6,1,-22,1,2.9,i,0,-1
O=C(CSc1nnc(NC(=O)C2CCC2)s1)Nc1ccccc1,-5,1.0,0.6,-2,-7,6,0.1,i,0,-1
C=CCNC(=S)Nc1ccc(Cl)c(S(=O)(=O)N2CCOCC2)c1,-6,-0.4,0.2,-2,-1,34,0.9,i,0,0
O=C1c2ccccc2C(=O)c2c1oc(C(F)(F)F)c2C(=O)c1ccccc1,-5,51*,-0.4,5,-14,-17,3.5,i,5,2
CC(C)NS(=O)(=O)c1ccc(OCC(=O)N(C)Cc2ccccc2)cc1,-5,-1.1,0.0,2,-4,2,-1.2,i,3,-4
C=C(CC1([C@@H](NP(=O)(c2ccccc2)c2ccccc2)[C@H]2C[C@@H]2CCCC)CC1)c1ccccc1,3,-0.8,0.0,3,2,-1,16,i,6,8
O=C(NC(=S)Nc1ccc(Cl)cn1)c1cccs1,-5,0.8,-0.2,-3,-5,-4,-0.4,i,1,-2
CC(OC(=O)CCN1C(=O)C2CC=CCC2C1=O)C(=O)Nc1ccc(F)cc1 (stereo not drawn),-6,0.7,-0.5,-11,-3,4,0.8,i,3,-2
O=C(O)CCCCCNS(=O)(=O)c1ccc2c(c1)OCCO2,-1,0.3,-0.6,1,-8,8,-1.1,i,-2,2
Nc1c(C(=O)c2ccc(Cl)cc2)sc2nc3c(cc12)CCC3,8,-0.1,-0.7,1,-5,-5,0.2,i,-3,7
N#Cc1sc(=O)[nH]c1Cl,-3,-0.8,-0.3,17,-10,21,2.6,i,4,2
Cc1nonc1CN(C)C(=O)CC1C(=O)NCCN1Cc1ccc(F)c(F)c1 (stereo not drawn),-4,-0.1,0.0,0,-6,9,-1.8,i,-2,-2

Three compounds from above, sorted by SMILES length, lowest first:
compound,NadD block,MsrA inh,TbMetRS inhib,DNMT1 inh,Scp-1 inhibitor,SUMO1 PPI mod,LMPTP block,Rpn11 inh,STEP block,CSN inh
N#Cc1sc(=O)[nH]c1Cl,-3,-0.8,-0.3,17,-10,21,2.6,i,4,2
Cc1csc(SCc2ccccc2C(=O)O)n1,1,-1.1,-0.3,1,-4,-2,0.1,i,0,5
Cc1nonc1CN(C)C(=O)CC1C(=O)NCCN1Cc1ccc(F)c(F)c1 (stereo not drawn),-4,-0.1,0.0,0,-6,9,-1.8,i,-2,-2

(list continues)
compound,NadD block,MsrA inh,TbMetRS inhib,DNMT1 inh,Scp-1 inhibitor,SUMO1 PPI mod,LMPTP block,Rpn11 inh,STEP block,CSN inh
Nc1ncnc2c1ccn2[C@H]1CN(Cc2ccc3c(c2)OCO3)C[C@@H](CO)O1,1,-0.5,-0.3,3,x,-3,6.6,i,-3,-6
O=C(NCC(=O)N(c1ccccc1)C(C(=O)NCC1CCCO1)c1ccccc1)c1ccco1 (stereo not drawn),-1,1.8,0.0,3,-2,2,-0.9,i,-2,-1
CCn1c(SC(C)C(=O)O)nnc1-c1cccnc1 (stereo not drawn),-7,-0.1,-0.7,3,-13,-2,-1.7,i,4,0
CC(NC(=O)COc1ccc(S(=O)(=O)N2CCCC2)cc1)c1ccccc1 (stereo not drawn),-2,-0.8,-0.4,0,-1,0,0.0,i,0,2
CCOC(=O)C1(C)CCCN1C(=O)c1ccc(C)cc1 (stereo not drawn),-8,-0.4,-0.3,-5,x,-7,-0.6,i,-2,0
C[C@@H]1CN([C@@H](C)CO)C(=O)CCCn2nncc2CO[C@H]1CN(C)S(=O)(=O)c1ccc(-c2ccccc2)cc1,1,1.0,-2.4,4,x,10,0.6,i,2,-2
O=C1CC(c2ccco2)Cc2nc(N3CCc4ccccc4C3)ncc21 (stereo not drawn),28,2.1,-1.8,6,-2,12,31,i,-4,17
CCN1CCN(CC(=O)N2c3ccccc3Sc3ccccc32)CC1,-4,-1.5,-1.7,3,15,-2,-1.7,i,0,1
CC(OC(=O)Cc1coc2ccc3ccccc3c12)C(=O)NC(N)=O (stereo not drawn),-2,-1.3,0.4,-8,-8,-1,1.4,i,2,1
COc1cc(C2C(C#N)=C(N)Oc3cc(C)oc(=O)c32)ccc1OC(=O)N1CCOCC1 (stereo not drawn),1,-1.2,-0.1,-1,0,9,-0.9,i,-2,-1
Cc1nn(Cc2ccccc2)c(C)c1NC(=O)c1cc(-c2ccco2)on1,-3,-0.8,-0.6,-6,-6,0,-0.3,i,-1,4
COc1ccc(CNc2nnnn2C)c(OC)c1,-7,-1.4,-0.6,-2,-6,6,0.0,i,-2,-1
CN(c1ccccc1)S(=O)(=O)c1cccc(NC(=O)CC(C)(C)C)c1,-6,-0.3,-0.1,-19,-5,1,-0.2,i,1,-9
COc1ccc(C2NC(=O)Cc3cc(OC)c(OC)cc32)cc1OC (stereo not drawn),-5,1.4,0.8,-7,-4,-1,-0.5,i,-3,-3
CS(=O)(=O)Nc1ccccc1C(=O)Nc1cc(Cl)cc(Cl)c1,-4,-0.7,-0.2,-16,-3,5,0.8,i,0,-1
CCC(=Nc1ccccc1)C1=C(O)CCCC1=O,-6,0.6,-0.6,0,0,7,-1.0,i,0,1
Cc1cc(C)c(C)c(S(=O)(=O)N2CCC(C(=O)OCC(=O)N3c4ccccc4NC(=O)C3(C)C)CC2)c1C,3,0.9,0.7,2,10,5,5.5,i,4,4
COc1ccc2c(c1)C(=O)C(=O)N2,-1,-0.1,-0.4,-4,-5,-3,0.4,i,1,-5
CCN(CC)c1ccc(NC(=O)C2CC3CCC2C3)cc1 (stereo not drawn),-2,0.0,0.1,-3,6,-3,-0.9,i,1,2
COc1ccc(-c2c(C#Cc3ccc(N(C)C)cc3)c3ccccc3n2C)cc1,17,0.4,-0.4,57*,1,-20,0.8,i,2,2
CC(=O)c1ccccc1NC(=O)COC(=O)c1cc2ccccc2[nH]1,-7,0.4,-0.4,6,-1,-1,1.8,i,0,-3
CC(=O)c1sc2nc(SCC(=O)N3CCCCC3)[nH]c(=O)c2c1C,4,6.4*,-0.9,6,8,9,0.4,i,4,14
O=C(c1cnc2n(c1=O)CCS2)N(C1CCCCC1)C1CCCCC1,0,0.3,0.7,2,-3,3,-0.8,i,2,-5
COc1ccc(Br)cc1CNC(=O)CCNC(=O)Cn1ccc2ccccc2c1=O,-9,0.2,-0.7,-2,-2,-3,-0.1,i,-2,-2
CCCCN1C(=O)C(CC(=O)NC2CCCCC2)CC(C(=O)N(C)C)=C1C (stereo not drawn),-2,1.2,0.5,4,x,0,-1.6,i,-2,3
COC(=O)c1ccccc1NC(=O)C1CC=CCC1C(=O)O (stereo not drawn),1,0.4,0.0,20,21,3,0.1,i,2,3
CCN(CC)CCN1C(=O)c2ccccc2NC1c1ccc(F)cc1 (stereo not drawn),-1,2.3,-0.3,-1,-7,1,1.2,i,2,6
N/C(=N\O)c1ccc([N+](=O)[O-])s1,-7,2.9,0.1,1,-4,-31,-2.3,i,0,-3
CC(=O)N1CCC2(CC1)C/C(=N\NC(=S)Nc1ccccc1F)c1cc(O)ccc1O2,13,3.0,-0.8,-6,8,-4,0.7,i,-2,12
Cc1ccc(NC(=O)Cc2cccs2)cc1Cl,-11,1.1,0.8,3,-14,2,1.7,i,-1,1
O=C(CCc1nnc(-c2ccccc2)o1)NC1CCCCC1,1,0.5,0.6,-2,-5,-4,0.2,i,-2,-4
CN(C)CCCN(C(=O)/C=C/c1cccs1)c1nc2c(F)cccc2s1,-5,2.5,0.3,2,6,-27,0.6,i,-1,-1
COc1ccc(CC(=O)NCc2cccs2)cc1OC,-3,-0.9,-0.3,0,-5,-1,0.5,i,1,7
Nc1cc(=O)[nH]c(SCC(=O)Nc2ccc(S(=O)(=O)N3CCCC3)cc2)n1,3,1.0,-0.2,1,-10,8,1.3,i,0,2
